# KB-3-1 tox: kills parental KB-3-1 adenocarcinoma cells. Potency, µM (highest dose often 46.1 µM), for the others: at the highest dose activity change, negative = cytotoxic, actives largely listed as cytotoxic. 1.4% of 400,000 active. KB-3-1 viability, CellTiter-Glo ATP luminescence, 72 h; further: potency means the concentration at half of the fitted maximal effect; on the % scale 0 is the no-effect control and ±100 the full control effect; nearly all actives have a fitted effect of over 60% in size
#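 Using CellTiter-Glo luminescence, growth of non-resistant KB-3-1 adenocarcinoma cells is assessed 72 h after pin-tool compound addition at 37 °C. Normalized responses across the concentration series yield fitted curves.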
# ATXN2 expr inh: reduces ATXN2 reporter expression in HEK-293 cells | HEK-293 ATXN2-luciferase reporter, luminescence, 24 h | Potency, µM (top dose mostly 57 µM), for the others: at the highest dose activity change, negative = inhibition, hits mostly inhibitors | 0.72% of 360,000 active | AID 1745845; further: potency means the concentration at half of the fitted maximal effect; on the % scale 0 is the no-effect control and ±100 the full control effect; nearly all actives have a fitted effect of over 55% in size
#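 qHTS (up to 57 uM final) was run with 24 h compound exposure of reporter cells at 37 °C. Each well was multiplexed: SteadyGlo luminescence measured ATXN2-luciferase expression after a fluorogenic Gly-Phe-AFC viability readout (25 uM final).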
# HT1080 IDH1KD tx: kills HT-1080 cells with IDH1 knockdown; HT-1080 IDH1 knockdown viability, ATP luminescence, 48 h; Potency, µM (doses to about 46.1 µM), for the others: at the top dose activity, negative = toxicity, actives largely listed as cytotoxic; 2% of 360,000 active;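 further: potency means the concentration at half of the fitted maximal effect; 0% = DMSO wells and -100% = cell-free medium wells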
#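 CellTiter-Glo luminescence after 48 h compound exposure at 37 degrees C of IDH1-knockdown HT-1080 cells in 5% FBS RPMI. %Activity scaled between DMSO wells and cell-free media wells, with curves fitted and assigned curve classes.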
# HT1080-NT tox: kills 2HG-producing HT-1080-NT fibrosarcoma cells; AID 686970; HT-1080-NT fibrosarcoma viability, CellTiter-Glo ATP luminescence, 48 h; Potency, µM (titrated, usually from 46.1 µM), for the others: at the highest dose activity, negative = less viability, most hits filed as cytotoxic; 1.6% of 360,000 active;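 further: NT is the 2HG producing partner of a matched IDH1 knockdown line; potency means the concentration at half of the fitted maximal effect; 0% = DMSO-treated cells and -100% = media-only wells without cells; nearly all actives have a fitted effect of over 55% in size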
#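 Luminescent CellTiter-Glo readout after 48 hours of compound exposure at 37 degrees C defined viability of HT-1080-NT cells. Activity was normalized to DMSO wells and cell-free media wells; concentration-response curves were fitted and assigned curve classes.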
# KB-V1 MDR tox: KB-V1 MDR subline cytotoxicity; KB-V1 MDR cells viability, CellTiter-Glo, 72 h; Potency, µM (top dose mostly 46.1 µM), without a hit: top-dose activity change, negative = cytotoxicity, usual class: cytotoxic; 3.4% of 400,000 active; further: potency means the concentration at half of the fitted maximal effect; on the % scale 0 is the no-effect control and ±100 the full control effect; nearly all actives have a fitted effect of over 60% in size
#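 KB-V1 cells (P-gp-expressing MDR subline of KB-3-1) in phenol-red-free DMEM with 10% FBS were exposed to library compounds over a concentration series for 72 h at 37 degrees C. Viability read by CellTiter-Glo luminescence; concentration-effect curves fitted after normalization.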
# IL-1B inflam inh: inhibitors of inflammasome signaling (IL-1 beta secretion). THP-1 LPS/ATP IL-1B secretion, AlphaLISA, 16 h; stronger effect = lower value. activity change, % at 57.5 µM. 4.7% of 360,000 active; in the data active means activity change below about -50%; inconclusive means mostly about -30% to -49%; further: on the % scale 0 is the no-effect control and ±100 the full control effect
#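 THP-1 cells pretreated 1 hr with compounds (up to 57.5 uM final), then stimulated with LPS (250 ng/mL final) plus ATP (1.25 mM final); secreted IL-1B measured by AlphaLISA after 16 hr, decreased signal indicating inhibition.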
# MCF10A rereplic: inducers of DNA re-replication in MCF 10A breast cells; 2.9% of 350,000 active; Potency, µM (titrated, usually from 46.1 µM), for inactives: at the highest dose activity, positive = re-replication, hits mostly activators; MCF 10A DNA re-replication, Hoechst nuclear intensity, 48 h; further: potency means the concentration at half of the fitted maximal effect; % of control where 0% means no effect; nearly all actives have a fitted effect of over 50% in size
# SW480 rereplic: DNA re-replication induction in SW480 cells; SW480 DNA re-replication, Hoechst DNA content imaging, 48 h; Potency, µM (series often up to 46.1 µM), without a hit: at the highest dose re-replication activation, most hits filed as activators; 1.8% of 340,000 active; AID 624297; further: potency means the concentration at half of the fitted maximal effect; % of control where 0% means no effect; nearly all actives have a fitted effect of over 55% in size
#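 Treated cells incubate 48 hr (37 C, 5% CO2), are stained 40 min with Hoechst, and nuclear fluorescence is enumerated; a rise in nuclei with high DNA signal marks re-replication.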
# ATXN viability: cell viability loss in ATXN counter-screen. S2 cells (HEK-293 line with an ATXN2-luciferase reporter) viability, CellTiter-Fluor protease fluorescence, 24 h. Potency, µM (highest dose often 56.7 µM), most hits filed as cytotoxic. 0.49% of 400,000 active; further: potency means the concentration at half of the fitted maximal effect; nearly all actives have a fitted effect of over 40% in size
# * = called active by the depositor; i = inactive; ? = inconclusive; · = not tested or not shown; [ ] = remark or other dose. Unless noted, the call rests on the fitted dose curve; in most records, active means well fitted curve in the direction sought with a large enough effect; inconclusive means small, poorly fitted or top-dose-only effect, or another doubt; inactive means no such curve, though single readings can be large; an effect the other way counts as inactive or inconclusive.
# Each structure is followed by: IL-1B inflam inh, SW480 rereplic, ATXN2 expr inh, ATXN viability, HT1080 IDH1KD tx, MCF10A rereplic, HT1080-NT tox, KB-3-1 tox, KB-V1 MDR tox
Cc1nc2c(cc1C#N)C(=O)c1ccccc1-2
  0, ?, -19%, i, 17%, 18%, 0%, 1%, 5%
C=CCSc1nnc(-c2ccccc2NC(C)=O)c(=O)[nH]1
  3, -6%, -3%, i, 12%, -1%, 7%, -11%, 8%
Cc1ccccc1-c1ccccc1CN1[C@@H](C(C)C)COCCS1(=O)=O
  -14, 1%, 0%, i, -2%, ?, 0%, ?, 0%
CCOC(=O)c1ccccc1NC(=O)COC(=O)CCNS(=O)(=O)c1ccccc1
  20, -3%, 1%, i, -2%, -2%, 1%, 14%, 17%
Cc1cc(OCC(=O)NNC(=S)NC(=O)c2cccs2)ccc1Cl
  4, -13%, -29%, i, ?, -27%, ?, ?, 14%
O=C(Cn1sc2ccccc2c1=O)Nc1ccc(F)cc1
  -104*, ·, ?, ·, ?, ·, ?, ?, -10%
Cc1ccc(S(=O)(=O)N/N=C/c2cccs2)cc1
  -3, -3%, 1%, i, 8%, 5%, 18%, -1%, 7%
COc1ccc(-c2nnc(SCC(=O)Nc3ccccc3C)o2)cc1OC
  ·, ·, 9%, i, ·, ·, ·, -8%, 1%
COc1ccc(S(=O)(=O)N(C)C[C@H]2Oc3ccc(NC(=O)Cn4cnnn4)cc3C(=O)N([C@H](C)CO)C[C@@H]2C)cc1
  -14, -42%[inhibitor], 11%, i, 8%, 2%, 10%, 0%, 0%
Cc1ccc(S(=O)(=O)N2CCN(C(=O)c3c(-c4ccccc4)noc3C)CC2)c(C)c1
  31, -6%, -15%, i, 21%, 13%, 21%, 0%, ?
Cc1cccc(N2CCN(C(=O)Nc3ccc(F)cc3)CC2C)c1 (stereo not given)
  ·, ·, -10%, i, ·, ·, ·, 1%, -5%
Cc1ccc(C)c(S(=O)(=O)c2c(N)n(/N=C/c3ccco3)c3nc4ccccc4nc23)c1
  ?, 2%, 2%, i, 6%[9.24 µM], 20%, -26%, -1%, ?
Cc1ccc(/C=N/NC(=O)CNC(=O)COc2ccccc2)cc1
  -8, -3%, 5%, i, 27%, 5%, ?, 8%, -14%
COc1cc(OC)c(OC)cc1CN1CCc2nc(N3CCN(c4ncccn4)CC3)ncc2C1
  ·, ·, -37%, ?, ·, ·, ·, -12%, -20%
Cc1nc2ccccc2c(=O)n1-c1ccc(F)c(NC(=O)c2cccs2)c1
  ?, -328%[inhibitor], -18%, i, -1%, -8%, 2%, -26%, -28%
Cc1cc(NC(=O)c2ccc3c(c2)C(=O)N(CC(C)C)C3=O)no1
  0, -10%, -19%, ?, -1%, 3%, -1%, 1%, 14%
O=C(Nc1nnc(SCc2ccc(F)cc2)s1)C1=COCCO1
  -22, -16%, 21%, i, 6%, -1%, 10%, 12%, 9%
O=C1CCN=C(Nc2ccc(F)cc2)N1Cc1ccccc1
  -4, 2%, 0%, i, 17%, -13%, 14%, 11%, -1%
NCCCN1CCOCC1
  2, -2%, 6%, i, 1%, 7%, -1%, -6%, -6%
O=C(C[C@@H]1C/C=C\C[C@H](Cc2ccc(F)cc2)C(=O)OC[C@H]2CCCN2C1=O)N[C@H](CO)Cc1ccccc1
  -19, 6%, 0%, ?, 1%, -22%, 11%, 19%, 1%

# As entered above.
# ATXN2 expr inh result of O=C1CCN=C(Nc2ccc(F)cc2)N1Cc1ccccc1 → 0%
# IL-1B inflam inh result of O=C(Cn1sc2ccccc2c1=O)Nc1ccc(F)cc1 → -104*

# Sorted by value in SW480 rereplic (falling): some entries from above
mol	IL-1B inflam inh	SW480 rereplic
O=C(C[C@@H]1C/C=C\C[C@H](Cc2ccc(F)cc2)C(=O)OC[C@H]2CCCN2C1=O)N[C@H](CO)Cc1ccccc1	-19	6%
NCCCN1CCOCC1	2	-2%
Cc1ccc(S(=O)(=O)N2CCN(C(=O)c3c(-c4ccccc4)noc3C)CC2)c(C)c1	31	-6%
Cc1cc(NC(=O)c2ccc3c(c2)C(=O)N(CC(C)C)C3=O)no1	0	-10%
Cc1cc(OCC(=O)NNC(=S)NC(=O)c2cccs2)ccc1Cl	4	-13%

# Remaining list, next part:
# Each structure is followed by: IL-1B inflam inh, SW480 rereplic, ATXN2 expr inh, ATXN viability, HT1080 IDH1KD tx, MCF10A rereplic, HT1080-NT tox, KB-3-1 tox, KB-V1 MDR tox
CC1=C(C(=O)N2CCOCC2)CC(CC(=O)NCC2CCCCC2)C(=O)N1CCC1=CCCCC1 (stereo not given)
  -24, ·, 4%, i, -4%, ·, 2%, -28%, -15%
COc1cc2[nH]c3c(Cl)ncnc3c2cc1OC
  -61*, 0%, 6%, i, -1%, 13%, 12%, 16%, -22%
COc1cccc(NC(=O)c2ccnc(N3CCC(C(=O)NCc4ccccc4OC)CC3)c2)c1
  -11, 4%, 20%, i, -19%, 0%, 2%, 3%, 26%
Fc1ccc(-c2nc3c4ccccc4ccn3c2Cc2ccccc2)cc1
  21, ·, 24%, ?, -2%, ·, 4%, -10%, 4%
COc1ccc(CCN(C)C(=O)c2cccc(S(=O)(=O)N3CCN(c4ccc(F)cc4)CC3)c2)cc1OC
  -21, 12%, ·, ?, ?, ?, -14%, ?, ?
Cc1ccc(NC(=O)c2c(NC(=O)c3ccccc3)sc3c2CCC3)cc1
  ·, ·, 9%, i, ·, ·, ·, -10%, 0%
Cc1ccc(C)c(NC(=O)CCCn2c(C)c3cnn(-c4ccccc4)c(=O)c3c2C)c1
  ·, ·, -7%, i, ·, ·, ·, -9%, -7%
Nc1c(C(=O)c2ccc(F)cc2)oc2ccccc12
  1, 16%, 96%[activator], i, -5%, 7.3µM*, -4%, ?, 1%
Cc1ccccc1NC(=O)Cc1nc(COC(=O)CNC(=O)c2ccc(Cl)cc2Cl)cs1
  11, ·, ·, i, 6%, ·, -1%, 26%, 20%
CC(=O)OC1OCCOC1NC(=S)Nc1ccc(C)cc1 (stereo not given)
  2, -29%, ·, ?, 2%, -2%, -1%, 0%, 14%
COc1ccc2c(c1)C(=O)CC(c1ccc3c(c1)OCCO3)O2 (stereo not given)
  ?, 0%, 5%, i, -18%, -7%, -21%, 0%, -10%
C=CCn1c(-c2ccc(F)cc2)n[nH]c1=S
  ?, 1%, -10%, i, 27%, 4%, 12%, -6%, -6%
O=C(CCNC(=O)c1ccccc1)NNC(=O)c1ccc(F)cc1
  -8, -15%, ·, i, 10%, 1%, 2%, 6%, 0%
Cc1cccc2cc(C(c3nnnn3Cc3ccccc3)N3CCN(c4ccccc4)CC3)c(=O)[nH]c12 (stereo not given)
  -6, -4%, -10%, i, -11%, -1%, -1%, -2%, -7%
CC(OC(=O)CSc1ccc(F)cc1)C(=O)NC1(C#N)CCCCC1 (stereo not given)
  37, -3%, -15%, i, 0%, -1%, 0%, -3%, 13%
CCOc1ccc(C(c2c(C)[nH]n(-c3ccccc3)c2=O)c2c(C)[nH]n(-c3ccccc3)c2=O)cc1OC
  ·, ·, -7%, i, ·, ·, ·, ?, 2%
N#CCc1ccc(Oc2ccc([N+](=O)[O-])cn2)cc1
  -5, -87%[inhibitor], 6%, i, 11%, 3%, 22%, 14%, 13%
CNc1ccc(C=C2C=Cc3ccccc32)cc1
  -73*, 3%, 80%[activator], ?, 0%, 1%, -2%, 5%, -2%
O=C(O)c1cc(-c2cccs2)nc2cc3c(cc12)OCCO3
  24, -2%, 6%, i, 0%, -7%, 12%, 6%, 0%
Cc1ccc(S(=O)(=O)N2CCN(C(=O)Cn3c(=O)oc4ccccc43)CC2)cc1
  1, -9%, 59%[activator], i, 4%, 1%, 8%, 0%, -6%

# The closing 4 entries of the part before come first, to join the parts:
# Each structure is followed by: IL-1B inflam inh, SW480 rereplic, ATXN2 expr inh, ATXN viability, HT1080 IDH1KD tx, MCF10A rereplic, HT1080-NT tox, KB-3-1 tox, KB-V1 MDR tox
N#CCc1ccc(Oc2ccc([N+](=O)[O-])cn2)cc1
  -5, -87%[inhibitor], 6%, i, 11%, 3%, 22%, 14%, 13%
CNc1ccc(C=C2C=Cc3ccccc32)cc1
  -73*, 3%, 80%[activator], ?, 0%, 1%, -2%, 5%, -2%
O=C(O)c1cc(-c2cccs2)nc2cc3c(cc12)OCCO3
  24, -2%, 6%, i, 0%, -7%, 12%, 6%, 0%
Cc1ccc(S(=O)(=O)N2CCN(C(=O)Cn3c(=O)oc4ccccc43)CC2)cc1
  1, -9%, 59%[activator], i, 4%, 1%, 8%, 0%, -6%
O=C(CCn1cccc1)Nc1cc(F)ccc1F
  -13, 1%, 12%, i, 24%, -2%, 25%, -1%, 2%
N/C(=N\c1nc2ccccc2o1)NC(=O)c1ccccc1
  45, -4%, 24%, i, -25%, ?, -4%, 6%, 15%
COc1ccc(Oc2ccc3c(C(F)(F)F)cc(C(F)(F)F)nc3n2)cc1
  -3, 1%, 4%, i, 3%, 6%, -20%, -21%, 16µM*
CCc1cccc(NS(=O)(=O)c2csc(C(N)=O)c2)c1
  26, 0%, 5%, i, -10%, ?, -20%, -11%, 3%
CC(=O)c1cccc(N(C(=O)CNC(=O)c2ccco2)C(C(=O)NC2CCCC2)c2ccncc2)c1 (stereo not given)
  ?, 2%, 4%, i, 1%, -2%, -3%, -10%, 3%

# Not a hit list. About 11% of those tested had a hit in this group.
